NCI-60 one-dose screen, 48 h, at 10 µM unless noted. Numbers give growth in % (100 = growth as untreated, 0 = no growth, -100 = all killed).
SF-268 – SF-268 CNS cancer cells | 82,000 tested, 3.1% active
786-0 – 786-0 renal cancer cells; 81,000 tested, 5.1% active
UO-31 – UO-31 renal cancer; AID 1794768; 81,000 tested, 5.2% active
SN12C – SN12C renal cancer cells. 81,000 tested, 3.8% active
U251 – U251 CNS tumor cells | 80,000 tested, 5.4% active | AID 1794753
SF-539 – SF-539 CNS cancer | 81,000 tested, 6.8% active | AID 1794752
PC-3 – PC-3 prostate cancer cells | 80,000 tested, 3.9% active
SF-295 – SF-295 CNS cancer cells | 79,000 tested, 5.6% active | AID 1794758
DU-145 – DU-145 prostate cancer | 81,000 tested, 4.2% active
Numbers without * were called inactive; nt = not tested or not shown; & = joins results of further samples. Rule for the calls: active = growth percent below 10; inactive = the rest. The order is random; any-hit rate near 9.4%.

SMILES	SF-268	786-0	UO-31	SN12C	U251	SF-539	PC-3	SF-295	DU-145
COc1ccc(C(c2ccc(OC)c(OC)c2)c2ccc(OC)c(OC)c2)cc1OC	101	105	91	109	96	104	94	100	105
O=S(=O)(Oc1ccc(-c2ccc(Br)cc2)cc1)c1ccccc1	118	96	111	103	103	116	101	93	110
CC(=O)c1ccc(CCc2ccc(C(C)=O)cc2)cc1	106	100	95	105	102	107	98	106	111
CCCC(OC(C)=O)c1ccc2c(c1)OCO2 (stereo unspecified)	102	100	87	106	96	105	102	105	104
COc1cc(C(=O)O)c(O)c(C(C)(C)C)c1	105	101	93	103	95	102	98	102	106
Cc1ccc(/C=C2\CCCC3=C2N=C2SC=NN2C3c2ccc(C)cc2)cc1 (stereo unspecified)	109	104	108	97	100	104	104	103	113
COc1ccc(C(NC23CC4CC(CC(C4)C2)C3)c2nnnn2C(C)(C)C)cc1 (stereo unspecified)	98	100	84	101	102	98	99	91	108
O=C(CSc1nc2c(c(=O)[nH]1)CCCC2)NNC(=O)c1ccc(Cl)cc1	105	101	79	101	103	103	99	95	104
CC(C)(C)OC(=O)N1CCc2c(sc3ncnc(Nc4ccc(NC(=S)Nc5ccccc5)cc4)c23)C1	86	93	52	85	94	97	76	90	99
O=c1[nH]c2ccc(I)cc2c(=O)n1O	95	103	74	99	104	96	92	101	110
CC(=O)N\C(N)=N/N=C\C(C)=N/N=C(\N)NC(C)=O	95	82	74	103	101	81	95	100	129
CCCCCCCCCCCCCCCCCCOc1cccc(CC(=O)OCC[N+]2(C)CCOCC2)c1	91	83	86	95	66	101	86	95	107

A second format for 2 compounds above.
structure: CC(=O)N\C(N)=N/N=C\C(C)=N/N=C(\N)NC(C)=O
  SF-268: 95; 786-0: 82; UO-31: 74; SN12C: 103; U251: 101; SF-539: 81; PC-3: 95; SF-295: 100; DU-145: 129

structure: O=C(CSc1nc2c(c(=O)[nH]1)CCCC2)NNC(=O)c1ccc(Cl)cc1
  SF-268: 105; 786-0: 101; UO-31: 79; SN12C: 101; U251: 103; SF-539: 103; PC-3: 99; SF-295: 95; DU-145: 104

Back to the main list with the 5 entries that preceded the break.
SMILES	SF-268	786-0	UO-31	SN12C	U251	SF-539	PC-3	SF-295	DU-145
O=C(CSc1nc2c(c(=O)[nH]1)CCCC2)NNC(=O)c1ccc(Cl)cc1	105	101	79	101	103	103	99	95	104
CC(C)(C)OC(=O)N1CCc2c(sc3ncnc(Nc4ccc(NC(=S)Nc5ccccc5)cc4)c23)C1	86	93	52	85	94	97	76	90	99
O=c1[nH]c2ccc(I)cc2c(=O)n1O	95	103	74	99	104	96	92	101	110
CC(=O)N\C(N)=N/N=C\C(C)=N/N=C(\N)NC(C)=O	95	82	74	103	101	81	95	100	129
CCCCCCCCCCCCCCCCCCOc1cccc(CC(=O)OCC[N+]2(C)CCOCC2)c1	91	83	86	95	66	101	86	95	107
COc1ccc(/C=C(/C(=O)c2ccccc2)c2ccccc2)cc1	99	98	75	93	nt	104	69	84	104
O=C(NCc1ccc(F)cc1)C1CN(c2ccc(Cl)cc2)N(c2ccc(Cl)cc2)C1=O (stereo unspecified)	65	79	51	83	57	88	62	42	85
COc1cc(-c2nnc(-c3c(-c4ccc(C)cc4)nc4ccccn34)o2)cc(OC)c1OC	nt	94	54	93	101	82	86	76	95
O=C(O)/C=C/C(=O)Nc1ccc(Oc2ccc(Cl)cc2)cc1	89	104	89	103	98	103	104	104	103
CC(=O)OCC1OC(n2ccc(=O)[nH]c2=O)CC1N=[N+]=[N-] (stereo unspecified)	99	104	96	106	nt	109	98	100	104
COc1ccc2c(c1)c(/C=N/Nc1ccc3ccccc3n1)cn2C	37	-87*	-31*	-72*	7.9*	-36*	7.3*	-60*	36
CCCCOC1CCS(=O)(=O)C1 (stereo unspecified)	102	99	nt	97	106	94	95	100	104
O=C(CCl)NC1c2ccccc2Oc2ccccc21	64	77	92	81	48	82	81	81	66
COc1ccc2c(=O)c(C(=O)O)c[nH]c2c1	102	nt	77	100	106	92	92	110	111
COc1ccc(-c2c(-c3cc(OC)c4c(c3)OCO4)noc2N)cc1	17	14	36	23	16	1.0*	26	2.3*	-7.2*
C1CCc2nc3c(nc2C1)CCCC3	101	70	95	98	111	95	nt	120	107
CCC(=O)Nc1ccccc1C#C/C=C\C#Cc1ccccc1SC	64	88	21	82	49	60	52	60	77
c1ccc2c(-c3c4ccsc4cc4[nH]c5ccccc5c34)c[nH]c2c1	41	28	40	50	39	18	36	27	66
COc1cccc(-c2cc(-c3cccc(Cl)c3)c(C#N)c(=O)[nH]2)c1	79	89	71	85	73	75	74	74	88
COc1cc2c3c(n(CCCN4CCCC4)c(=O)c2cc1OC)-c1cc2c(cc1C3=O)OCO2	-49*	-91*	40	12	-96*	-83*	-64*	35	-71*
COc1ccc(-c2cc(SCCCC(=O)O)cc(-c3ccc(Cl)cc3)c2)cc1	103	105	75	92	96	100	100	99	105
COc1cc2cc(c1Cl)N(C)C(=O)C[C@H](OC(=O)[C@H](C)N(C)C(C)=O)[C@]1(C)O[C@H]1[C@H](C)[C@@H]1C[C@@](O)(NC(=O)O1)[C@H](OC)C=C/C=C(\C)C2	24	11	7.3*	28	12	-24*	0.2*	-14*	-40*
Cc1cc(C)n(-c2ncc(C#N)c(N)n2)n1	96	99	95	101	93	107	95	98	102
O=C(Nc1ccc2ncnc(Nc3ccc(F)c(Cl)c3)c2c1)c1ccccc1	67	48	63	71	43	79	73	82	36
O=C(O)CCC(/C=N/Nc1ccc([N+](=O)[O-])cc1)=N/Nc1ccc([N+](=O)[O-])cc1	97	95	70	97	94	91	84	102	113
CCOc1ccc(/C=N/NC(=O)Cn2nc(Cc3ccc(OC)cc3)c3onc(C)c3c2=O)cc1	19	-40*	2.5*	-6.2*	4.5*	-33*	18	20	14
Cc1nc2ccccc2nc(=O)c1NNc1ccccc1	95	85	91	82	115	105	101	106	73
CCN(CC)CCNC(Cc1ccccc1)c1cccc(OC)c1 (stereo unspecified)	104	94	76	95	106	103	88	94	120
Nc1nc2c(nc(I)n2[C@@H]2O[C@H](CO)[C@@H](O)[C@H]2O)c(=O)[nH]1	98	101	92	92	109	98	103	100	101

Part of the list above, showing only 786-0, SF-268 and SN12C.
mol	786-0	SF-268	SN12C
CCOc1ccc(/C=N/NC(=O)Cn2nc(Cc3ccc(OC)cc3)c3onc(C)c3c2=O)cc1	-40*	19	-6.2*
Cc1nc2ccccc2nc(=O)c1NNc1ccccc1	85	95	82

The results go on:
SMILES	SF-268	786-0	UO-31	SN12C	U251	SF-539	PC-3	SF-295	DU-145
COC(=O)C1CCc2sc3ncnc(Nc4cn[nH]c4C(=O)Nc4ccc(CN5CCN(C)CC5)cc4)c3c21 (stereo unspecified)	-1.6*	-4.4*	-15*	13	-24*	-77*	9.9*	26	-45*
O=C(c1ccccc1F)N(Cc1ccc(Cl)cc1)c1ccccn1	79	97	62	81	90	90	88	102	95
Nc1nc2cc(Cl)ccc2n1N	102	109	82	105	95	103	96	107	105
O=C1C(c2nnc(-c3ccccc3)n2-c2ccc([N+](=O)[O-])cc2)=C(O)c2ccccc21	94	103	78	98	97	98	86	100	104
C/C=C\C(=O)N1c2ccccc2CC1c1c[nH]c2ccccc12 (stereo unspecified)	93	100	67	96	91	100	65	90	104
CCCn1c(=O)c2[nH]c(-c3ccc(OCc4nc5ccc(C)cc5[nH]4)cc3)nc2n(CCC)c1=O	66	-75*	-91*	-5.7*	6.4*	-84*	39	13	62
C=C(C)[C@@H]1CC[C@]2(C(=O)OC)CC[C@]3(C)[C@H](CC[C@@H]4[C@@]5(C)C/C(=C/c6ccccn6)C(=O)C(C)(C)[C@@H]5CC[C@]43C)[C@@H]12	92	96	77	94	nt	104	82	96	107
CCOC(=O)C1=C(C)NC(C)=C(C(=O)OC)C1c1cccc(C#N)c1 (stereo unspecified)	100	99	96	107	99	105	92	93	109
O=c1cc(-c2nc(-c3ccccc3)c(-c3ccccc3)n2-c2ccccc2)c2ccc3ccccc3c2o1	89	86	74	93	97	98	77	84	100
N=C(N)c1ccc(-c2ccc(-c3ccc(F)cc3)o2)o1	30	15	15	37	-12*	22	19	31	29
O=C(CSc1nc2ccccc2[nH]1)c1ccc(N2CCCC2)cc1	88	91	83	96	88	79	79	56	97
Nc1nc2ccc(CNc3ccc(C(=O)NC(CC(=O)O)C(=O)O)cc3)cc2c(=O)[nH]1 (stereo unspecified)	40	7.6*	17	41	50	38	33	30	45
N#CC(c1ccccc1)C(C/C(=N\O)c1ccccc1)c1ccccc1 (stereo unspecified)	91	101	75	94	84	99	74	80	99
COC1=CC(=C2C=C(OC)C(=O)C(OC)=C2)C=C(OC)C1=O	76	74	74	53	49	36	74	45	83
CC(C)[C@@H]1CC[C@@H](C)C[C@H]1OC(=O)NN	109&93	94&103	104&88	105&97	98&96	96&109	98&94	98&105	114&98
Clc1cc(Cl)c(Cl)nn1	101	99	106	98	81	100	81	107	115
N#Cc1c(N=Cc2ccc(N3CCOCC3)cc2)oc(-c2ccccc2)c1-c1ccccc1	99	102	84	102	101	96	120	102	109
S=c1sc2ccccc2n1C=Nc1ccccc1	95	108	67	95	97	102	88	100	98
S=C(SCc1ccc(Cl)cc1)N1CCN(C(=S)SCc2ccc(Cl)cc2)CC1	101	105	78	98	96	102	87	108	104
CC(C)C(O)c1ccccc1 (stereo unspecified)	108	103	96	98	111	103	101	111	112
COc1cc2c(c(OC)c1OC)C(=O)CC(c1cccc(NC(=O)c3cc([N+](=O)[O-])ccc3C)c1)O2 (stereo unspecified)	68	73	34	56	67	76	47	74	56
O=P(O)(c1ccccc1)c1ccccc1I	100	109	83	99	89	101	82	94	109
O=c1c2ccccc2nc(CN2CCOCC2)n1/N=C/c1ccc([N+](=O)[O-])cc1	98	101	90	103	105	96	96	98	106
OC(COc1ccc(Cl)cc1)COc1ccc(Cl)cc1	110	107	105	98	106	123	92	109	127
CC(C)C(=O)Nc1cc(Cl)ccc1Cl	102	105	94	93	102	101	100	107	110
C[N+]1(CC[N+]2(C)CCOCC2)CCCCC1	104	103	99	103	108	101	99	97	106
O=c1nc2oc3c(Br)cc(Br)cc3cc-2s1	93	98	90	102	96	92	nt	92	103
CC(C)(C)c1cc(-n2nc3ccccc3[n+]2[O-])c(O)c(C(C)(C)C)c1	99	89	nt	89	70	85	54	80	92
COc1ccc(-c2nn(Cc3cc(OC)c(OC)c(OC)c3)c3c2-c2oncc2CC3)cc1	95	84	75	95	89	97	94	92	nt
Cc1cc(O)c2c(c1)C1OC(=O)CCCCCN1C1=C2C(=O)c2cccc(OC3CC(O)C(O)C(C)O3)c2C1=O (stereo unspecified)	91	101	100	66	63	83	87	94	57
Nc1nc(N)nc(-c2cc(Br)cc(Br)c2O)n1	103	104	94	113	100	104	95	105	107
Oc1ccc(-c2cnc3nonc3n2)cc1	96	93	88	96	98	101	77	95	95
O=C1NCC(=O)N(Cc2ccco2)[C@H]1Cc1ccccc1	102	95	100	98	89	98	91	97	110
O=S(=O)(Nc1ncccn1)c1ccc(Nc2nc(O)c(/C=C3\C=Nc4ccccc43)s2)cc1	105	105	69	101	101	97	95	104	115
CCCc1cc2cc(-n3nc(C)c4c3CC(C)(C)CC4=O)cc(NC3CCSCC3)c2c(=O)[nH]1	81	67	61	40	72	75	55	62	43

Screening results from PubChem.
